Source: PubChem BioAssay (several laboratories)
NTR1 agonist – NTR1-driven beta-arrestin-GFP spot formation – imaging, U2OS cells, high content, primary screen (AID 493036) | 0.17% of 330,000 active | agonist mode | P30989 | activation, % at 20 µM;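 active means activation at or above 40% of the spot to cytoplasm intensity ratio, with at least 20 cells analyzed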;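 further: 0% = DMSO without peptide and 100% = 100 nM NTR1 peptide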
Target sequence (P30989 whole entry, looked up): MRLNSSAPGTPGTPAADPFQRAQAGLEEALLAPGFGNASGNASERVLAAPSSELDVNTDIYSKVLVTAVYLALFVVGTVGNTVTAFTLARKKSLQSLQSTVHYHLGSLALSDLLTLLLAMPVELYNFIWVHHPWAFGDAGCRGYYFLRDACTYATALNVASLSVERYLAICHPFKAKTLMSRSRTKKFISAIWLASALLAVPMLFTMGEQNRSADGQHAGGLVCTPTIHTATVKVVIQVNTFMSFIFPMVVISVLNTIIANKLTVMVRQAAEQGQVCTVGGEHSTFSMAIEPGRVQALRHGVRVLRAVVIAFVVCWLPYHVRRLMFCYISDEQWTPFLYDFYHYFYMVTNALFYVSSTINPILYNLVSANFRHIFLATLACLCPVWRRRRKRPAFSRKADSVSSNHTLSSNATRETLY
TNAP activation fold – stimulation of alkaline phosphatase TNAP activity – biochemical, luminescent, no phosphate acceptor, uHTS, primary screen (AID 1001); 0.03% of 200,000 active; purified TNAP, luminescent activation assay, no phosphate acceptor; higher activation fold means a stronger effect; activation fold at 20 µM; hits with a dose series show EC50 in µM; in the data active means activation fold from about 3, or a potency from the dose series; inactive means the rest, 99 in 100 with activation fold below about 1.6; further: many of its hits are not listed in these tables
GPR55 activation – selective activators of receptor GPR55 – imaging, U2OS cells, beta-arrestin-GFP redistribution, primary screen (AID 1961). U2OS GPR55 beta-arrestin-GFP redistribution imaging; higher % means a stronger effect. activation, % at 10 µM, or EC50 in µM where a hit was titrated. 0.048% of 290,000 active;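 active means activation above 40% with more than 50 cells counted in the well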;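 further: U2OS osteosarcoma cells stably expressing GPR55 and beta-arrestin-GFP; plate controls were DMSO negative control for no effect and LPI positive control for full effect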
KOR beta-arrestin-1 – KOR agonists, beta-arrestin recruitment, primary screen, cell-based, luminescence, uHTS (AID 1777); activation, % at 10 µM; hits with a dose series show EC50 in µM; 0.02% of 280,000 active; KOR beta-arrestin recruitment, luminescence; higher % means a stronger effect; in the data active means activation above about 50%, passing the limit was not always enough; further: a part of the inactive calls stands beside numbers as strong as those of hits
CSM14.1 death rescue – rescue of cells from ER stress-induced death, primary screen, 384-well, CSM14.1, thapsigargin, ATP luminescence (AID 1222); cellular ATP content (survival), % at 20 µM; hits with a dose series show EC50 in µM; CSM14.1 thapsigargin-induced death rescue, ATP luminescence; higher % means a stronger effect; 190,000 tested, under 10 active;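 active means EC50 below 50 µM in the dose-response confirmation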;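 further: death triggered by thapsigargin at about 15 µM added after 2 h compound pretreatment; cell ATP read after overnight thapsigargin exposure of roughly 18 to 22 hours; normalized against plate controls of thapsigargin alone and 5% DMSO vehicle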
KOR beta-arrestin-2 – KOR antagonists, beta-arrestin recruitment, cell-based, luminescence, uHTS (AID 1778). KOR beta-arrestin recruitment, luminescence, antagonist mode; higher % means a stronger effect. one-dose inhibition, % at 10 µM; IC50 in µM for titrated hits. 0.091% of 290,000 active; further: strong numbers were not always called active
NOD1 NF-kB reporter – NOD1 signaling inhibitors, primary screen, cell-based, luminescence, uHTS (AID 1578); NOD1-driven NF-kB luciferase reporter cells, luminescence; higher % means a stronger effect; inhibition, % at 4 µM, or EC50 in µM where a hit was titrated; 1% of 290,000 active; in the data active means inhibition mostly above about 36%, no sharp cut-off; inactive means mostly below about 34%;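 further: HEK-293T reporter cells stimulated with the NOD1 agonist gamma-tri-DAP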
Yfh1-depleted yeast – mitochondrial function rescue without frataxin homolog – Friedreich's ataxia, plus single-dose screen, dose response (AID 1465); 0.074% of 220,000 active; S. cerevisiae Yfh1-off respiration, WST-1 reduction, 72 h; higher fold induction means a stronger effect; fold induction at 50 µM; hits with a dose series show EC50 in µM;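 active means fold induction of absorbance versus untreated yeast above a set limit, then at least 30% activation at any dose in follow-up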;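 further: activators that raise dye reduction in frataxin-depleted yeast; strong numbers were not always called active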
NOD2 inhibition – inhibition of NOD2-driven NF-kB reporter – cell-based, luminescence, uHTS, HEK293 (AID 1566) | HEK293 NOD2/NF-kB luciferase reporter, luminescence; higher % means a stronger effect | inhibition, % at 4 µM; hits with a dose series show EC50 in µM | 0.63% of 290,000 active; further: many of its hits are not listed in these tables
NTR1 agonist cell count 20 µM – also measured in NTR1 agonist; calls as there; cell count; measured here: cell count, cytotoxicity flag
* hit, by the source's call; i = inactive; / = no result given; & = joins results of further samples; [ ] = another dose, or the depositor's remark. Unless noted, no stated cut-off is given here; in the data, active means inhibition above about 50%; inactive means the rest. Some of the compounds tested, so the mix of outcomes need not match the whole.

SMILES | NTR1 agonist | NTR1 agonist cell count 20 µM | TNAP activation fold | GPR55 activation | KOR beta-arrestin-1 | CSM14.1 death rescue | KOR beta-arrestin-2 | NOD1 NF-kB reporter | Yfh1-depleted yeast | NOD2 inhibition
COc1ccc(C(CNC(=O)C(C)c2ccc3cc(OC)ccc3c2)N(C)C)cc1 (configuration not stated) | 0.4 | 61 | / | -0.2% | -2.1% | / | -13% | 2% | / | 3%
O=C(O)CCc1ccc(-c2ccc(F)cc2)n1NC(=O)c1ccco1 | -1.0 | 37 | 1.1 | -0.1% | -2.1% | -0.5% | 0% | -7% | i | 2%
CCOC(=O)Cn1c(=O)c2c(nc(Br)n2Cc2ccccc2Cl)n(C)c1=O | 0.4 | 41 | 1.1 | 0.3% | -2.0% | -3.2% | -19% | 34% | i | 7%
CC1CN(C(=O)CCC(=O)NCc2ccccc2)c2ccccc2O1 (configuration not stated) | -1.6 | 97 | / | -0.1% | -3.0% | / | 8%[20 µM] | 10% | / | 12%
COc1ccc(CCNC(=O)CSCc2n[nH]c(=O)[nH]2)cc1OC | 2.0 | 88 | 1.1 | 1.0% | 0.0% | -0.2% | 4% | -4% | i | 10%
Cc1cccc(C(=O)N2CCCC(Nc3ccc(C(C)C)cc3)C2)n1 (configuration not stated) | 1.4 | 62 | / | -0.1% | 2.7% | / | -29% | 7% | / | 8%
CC(C)(C)c1ccc(OCc2ccc(C(=O)Nc3cccnc3)o2)cc1 | 14 | 45 | / | 0.1% | -2.6% | / | -27% | -4% | / | 13%
O=C(N/N=C/C(Br)=C\c1ccccc1)c1n[nH]c2c1CCC2 | 1.7 | 50 | 1.2 | -0.2% | -1.0% | -2.2% | -96% | -29% | / | -72%
COC(=O)c1ccccc1S(=O)(=O)N1CCC(NC(=O)C(Cc2cccc(OC)c2OC)NC(C)=O)CC1 (configuration not stated) | 0.5 | 56 | / | -0.1% | -2.6% | / | 12% | -22% | / | -3%
COc1c(/C=N/NC(=O)c2ccncc2)c(CCN(C)C(C)=O)cc2c1OCO2 | 0.8 | 41 | / | 0.6% | 1.0% | / | 10% | -4% | i | 2%
Cc1ccc(NC(=O)Nc2ccc(F)cc2)nc1 | -2.0 | 62 | 1.1 | -0.1% | 1.6% | -2.4% | -9% | -36% | i | -91%
CCN(CC)S(=O)(=O)c1cc(C(=O)Oc2ccccc2OC)ccc1OC | -2.8 | 92 | 0.9 | 0.2% | 1.1% | 1.4% | 28% | -14% | i | 0%
COc1cc(C(=O)NC2CCCCC2)ccc1OCc1ccc(Cl)cc1Cl | 0.4 | 85 | 1.1 | -0.2% | 35% | -3.1% | 5% | -27% | i | 17%
C=CCN1C(=O)CSC1=Nc1ccc(O)cc1 | -0.3 | 69 | 1.1 | -0.1% | 5.7% | -0.8% | 16% | 2% | i | 11%
NC1=NC2(CCCCC2)n2c(nc3ccccc32)N1 | -1.0 | 69 | 1.1 | -0.1% | 12% | -2.3% | -30% | 8% | i | -14%
COCCOc1ccc(C(F)(F)F)cc1NC(=O)c1ccc(F)cc1 | 2.7 | 64 | 1.1 | -0.2% | 6.7% | 2.3% | -9% | -26% | i | 0%
O=C(CCC1N=C2c3ccccc3N=C(SCC(=O)NCC3CCCO3)N2C1=O)NCc1ccc(F)cc1 (configuration not stated) | -0.6 | 77 | / | 0.1% | -2.2% | / | -13% | -21% | / | 6%
CC(C)NC(=S)Nc1ccc2nc3n(c(=O)c2c1)CCCCC3 | 0.0 | 72 | 1 | -0.3% | -4.1% | -0.5% | 0% | -12% | i | -15%
COc1ccc(-c2nc3ccc([N+](=O)[O-])cc3[nH]2)cc1 | / | / | 0.9 | 0.2% | 1.4% | -0.7% | / | -65% | i | -141%
Cc1ccc2oc3c(c(=O)c2c1)C(c1ccc(F)cc1)N(CCCN1CCOCC1)C3=O (configuration not stated) | / | / | 1 | -0.1% | 7.1% | 0.3% | -27% | -9% | i | 13%
COCCC(=O)N1CCC(Oc2ccc(C(=O)N3CCCC(COC)C3)cc2)CC1 (configuration not stated) | -0.6 | 56 | / | 0.0% | -1.0% | / | -19% | -13% | / | 20%
CCOC(=O)CNC(=O)c1ccc2[nH]c3ccccc3c2c1 | 1.4 | 72 | 1 | -0.1% | -4.5% | -1.6% | -17%[20 µM] | -34% | i | 16%
NS(=O)(=O)c1ccc(CNC(=O)Cc2ccccc2[N+](=O)[O-])cc1 | -0.5 | 59 | / | 0.9% | -5.7% | / | 3% | 18% | / | 4%
CC(=O)NNC(=S)NCCc1ccccc1 | 0.3 | 60 | 1.9 | 0.3% | -0.6% | 0.0% | 6% | -15% | i | 12%
Cc1cccc(C)c1N1CCN(S(=O)(=O)c2ccc(F)cc2)CC1 | 3.2 | 69 | 1 | -0.1% | 1.8% | -1.0% | 2% | 4% | i | -3%
CC1CCN(c2ccccc2NC(=S)NC(=O)c2ccc(-c3cccc([N+](=O)[O-])c3)o2)CC1 | 1.0 | 83 | 1.1 | 1.5% | 16% | -0.5% | -20% | -27% | i | 12%
CCOC(=O)Cn1c(=O)c2c(nc3n2CC(C)CN3Cc2ccccc2)n(C)c1=O (configuration not stated) | -0.5 | 70 | / | -0.2% | -0.2% | / | -48% | -10% | / | 5%
COCCNC(=O)c1ccc(N2CC3CC(C2)c2cccc(=O)n2C3)c(NC(=O)c2c(F)cccc2F)c1 (configuration not stated) | -0.2 | 75 | / | -0.2% | -2.2% | / | -34% | -6% | / | 6%
Cc1cccc(OCCSc2nc(N)cc(N)n2)c1 | -0.5 | 62 | / | -0.2% | 2.9% | / | -5% | -10% | i | 1%
Cc1nn(-c2ccccc2)c2c1C(=O)NC(=O)C(C)(C)C2 | 1.9 | 51 | 1.1 | -0.1% | -2.1% | -1.5% | 1% | -5% | i | 12%
COc1cccc(NC(=O)COC(=O)c2c(F)cccc2Cl)c1 | 3.7 | 46 | 1.1 | 0.4% | 0.0% | -1.9% | -26% | -6% | i | -15%
COc1ccccc1N(O)C1CC(=O)N(c2ccc(Br)cc2)C1=O (configuration not stated) | -3.3 | 93 | 0.9 | -0.1% | -1.3% | -1.6% | 36% | -22% | i | 3%
O=C(Nc1ccc(Br)cc1)C1OCCc2ccccc21 (configuration not stated) | 1.4 | 64 | / | -0.1% | -1.8% | / | 14% | 7% | i | -10%
COc1ccc(-n2c(O)c(/C=N/n3cnnc3)c3ccccc3c2=O)cc1 | 2.5 | 49 | 1.2 | 0.2% | 0.7% | -1.2% | -8% | -18% | i | -5%
COc1ccccc1OCc1ccc(C(=O)NC(C)(C)C)o1 | 2.7 | 44 | 1.1 | -0.1% | -3.0% | / | 14% | -9% | i | 0%
COc1ccc(/C=C/C(=O)NC2CCCCCCC2)cc1S(=O)(=O)N1CCOCC1 | 1.0 | 48 | 1 | -0.1% | 5.7% | -5.8% | 22% | -13% | i | -1%
CCCCCCC(=O)Nc1ccc(Br)cn1 | 1.0 | 58 | / | -0.1% | 0.4% | / | 20% | 7% | i | -18%
Cc1ccc(N2C(=O)NC(NS(=O)(=O)c3ccccc3)(C(F)(F)F)C2=O)cc1C (configuration not stated) | 0.1 | 53 | / | -0.1% | 1.7% | / | 22% | -35% | / | 3%
Nc1ccc(C(=O)O)c(O)c1 | -1.1&-0.9&1.7&0.5 | 54&57&62&58 | 1&1 | 1.1%&-0.2%&-0.1% | -4.0%&-3.2% | 0.5%&-1.3%&-0.9% | -2%&10% | -39%&-8% | i | 16%&12%
CSc1nc2c(c(=O)[nH]c(=O)n2C)n1C/C=C(\C)Cl | -0.3 | 41 | 1.1 | -0.4% | -2.2% | -0.5% | -8% | 14% | i | 13%
CC(C)N(C(=O)COC(=O)c1ccc([N+](=O)[O-])cc1)c1ccccc1 | 2.2 | 40 | 1.1 | -0.3% | 1.2% | / | 6% | -33% | i | 14%
CC1CCCN(Cc2c(O)ccc3c(=O)c(-c4ccc(Cl)cc4)coc23)C1 (configuration not stated) | 0.6 | 99 | / | 0.6% | -1.8% | / | 36% | -4% | / | 6%
Cc1ccc(-n2c(NN)nc3ccccc3c2=O)c(C)c1 | 3.0 | 48 | 1.2 | 0.4% | -2.4% | -0.2% | -7% | -27% | i | 1%
OCCNCc1cccc(Br)c1 | -0.2 | 32 | 1 | 0.5% | 0.3% | -2.1% | -17%[20 µM] | -18% | i | -14%
CCOCCCNC(=O)C1c2ccccc2Oc2ccccc21 | 0.6 | 64 | / | 0.2% | -0.8% | / | -29%[20 µM] | -23% | / | 6%
COc1ccccc1N1CCN(C(=O)c2sc3ncn(CC(=O)N4CCC(C)CC4)c(=O)c3c2C)CC1 | 1.0 | 74 | / | 0.5% | -2.1% | / | -28% | -46% | / | 20%
COCc1cc(=O)[nH]c(N2CCN(c3ccccc3OC)CC2)n1 | -0.2 | 50 | / | -0.3% | 1.3% | / | -4% | -3% | / | 2%
COC(=O)c1nnn(CC(=O)NC(=O)Nc2ccccc2F)c1C(=O)OC | 2.4 | 53 | 0.8 | -0.4% | -3.8% | -7.5% | 26% | -7% | i | 12%
Oc1cncc(Cc2ccccc2)c1 | 0.2 | 69 | / | 0.3% | -3.2% | / | -52%[20 µM] | -16% | / | -6%
O=C(NCc1cccnc1)c1sc2cc(Cl)ccc2c1Cl | 2.3 | 58 | 0.9 | -0.1% | 0.2% | 2.5% | -14% | -42% | i | 8%
CCN(C(=O)Cc1nc(N)n[nH]1)C1(C(=O)Nc2ccccc2)CCCCC1 | -1.3 | 55 | 1.2 | -0.5% | -2.7% | 0.7% | 19% | -43% | i | 3%
O=C(O)COCC(=O)N1CCN(C(c2ccccc2)c2ccccc2)CC1 | -0.2 | 63 | / | 0.5% | 7.7% | / | -2% | -7% | i | 15%
Cc1ccc(NS(=O)(=O)c2cccc(C(=O)N/N=C/c3ccc4c(c3)OCCO4)c2)c(C)c1 | 1.2 | 71 | 1.2 | 0.3% | 1.1% | -4.5% | / | 4% | i | 7%
COc1ccc(C(C)(C)C)cc1NC(=S)NCCN1CCOCC1 | 0.0 | 56 | 1 | -0.2% | -4.0% | -2.3% | -30% | -6% | i | 8%
O=C(c1cc2ccccc2oc1=O)N1CCCCCCC1 | 0.0 | 63 | / | -0.1% | -6.3% | / | 19% | -17% | / | 9%

Grouped by structure: the compounds so far containing an aryl thioether with sulfur outside any ring
SMILES | NTR1 agonist | NTR1 agonist cell count 20 µM | TNAP activation fold | GPR55 activation | KOR beta-arrestin-1 | CSM14.1 death rescue | KOR beta-arrestin-2 | NOD1 NF-kB reporter | Yfh1-depleted yeast | NOD2 inhibition
Cc1cccc(OCCSc2nc(N)cc(N)n2)c1 | -0.5 | 62 | / | -0.2% | 2.9% | / | -5% | -10% | i | 1%
CSc1nc2c(c(=O)[nH]c(=O)n2C)n1C/C=C(\C)Cl | -0.3 | 41 | 1.1 | -0.4% | -2.2% | -0.5% | -8% | 14% | i | 13%
